Source: PubChem (several laboratories)
Cl transport mod = modulates chloride dependent transport by human KCC2; B-score of Tl+ flux slope (higher = more flux/activation; lower = inhibition) at 10 µM; 2.2% of 190,000 active; KCC2 cells, thallium flux FluoZin-2 fluorescence; Q9H2X9;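 active = thallium flux slope and its plate-corrected score both differing from the plate sample mean at a set confidence after two filtering rounds, in either direction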;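 also: slope of fluorescence scaled to starting intensity during 10 to 20 s after thallium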
PERK inhibitor = human PERK inhibition, primary cell-based screen | Q9NZJ5 | CHO PERK-DD fusion, SEAP luminescence translation reporter | inhibition, % at 5.6 µM | 0.17% of 220,000 active;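 active = inhibition above the mean inhibition of all tested compounds plus 3 SD, set separately per screening campaign, cut at about 2.9% in these data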;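 also: PERK kinase domain activated by AP20187 dimerizer at 100 nM; 0% = DMSO with dimerizer and 100% = rapamycin at 8.4 µM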
Calpain2 inh = calpain II (pig) inhibition; purified calpain II, fluorogenic peptide substrate, 30 min; inhibition, % at 16 µM; 0.37% of 220,000 active;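 active = inhibition above about 50%, limit read from the data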
MDM2 E3 inh = inhibitors of human Mdm2 E3 ubiquitin ligase | AID 1230 | signal enhancement, % at 5 µM | Q00987 | 0.11% of 210,000 active | cell-based MDM2 ubiquitination luciferase reporter, 2 h; 0 = plate control, 100 = twice control, blank-subtracted;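 active = signal enhancement of 30% or more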;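 also: luminescence tracks abundance of the self-degrading MDM2-luciferase fusion protein; higher signal means inhibition of MDM2 E3 ligase activity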
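Buffer or medium: Cells held in DMEM | Assay system: Stable mammalian line carrying autodegrading MDM2–luciferase fusion reporter | Quantity: 2000 cells/well | Times: 4 h settle plus 2 h compound, 37 °C | Doses: One concentration, 5 µM, with 0.2% DMSO | Technique: Luminescence with SteadyLite reagent, 15 min at room temperature | Benchmarks: Plate controls and plate blanks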
EBV gp42 inh = blocks Epstein-Barr virus glycoprotein 42 binding. inhibition, % (tested at 21.74 µM). Fluorescence polarization binding assay, mP read-out. Q1HVG2. 0.42% of 220,000 active; in the data active = inhibition above about 50%
eIF4E 4G PPI = blocks eIF4E binding to eIF4G | TR-FRET eIF4E-eIF4GI(517-606) binding, 2 h | inhibition, % at 21.7 µM | 0.37% of 220,000 active | AID 782;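 active = inhibition above about 30%, limit read from the data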;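 also: 0% = full FRET control wells and 100% = background wells lacking eIF4GI fragment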
Target sequence (P63073 whole entry, looked up, the tested form may be a part): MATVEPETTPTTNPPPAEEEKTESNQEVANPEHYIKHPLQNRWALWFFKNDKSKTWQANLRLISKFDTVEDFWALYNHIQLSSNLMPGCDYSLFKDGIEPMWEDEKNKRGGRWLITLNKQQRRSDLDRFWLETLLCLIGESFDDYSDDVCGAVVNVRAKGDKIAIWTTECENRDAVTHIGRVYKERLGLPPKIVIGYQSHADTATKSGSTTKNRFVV
Target sequence (Q04637 whole entry, looked up, the tested form may be a part): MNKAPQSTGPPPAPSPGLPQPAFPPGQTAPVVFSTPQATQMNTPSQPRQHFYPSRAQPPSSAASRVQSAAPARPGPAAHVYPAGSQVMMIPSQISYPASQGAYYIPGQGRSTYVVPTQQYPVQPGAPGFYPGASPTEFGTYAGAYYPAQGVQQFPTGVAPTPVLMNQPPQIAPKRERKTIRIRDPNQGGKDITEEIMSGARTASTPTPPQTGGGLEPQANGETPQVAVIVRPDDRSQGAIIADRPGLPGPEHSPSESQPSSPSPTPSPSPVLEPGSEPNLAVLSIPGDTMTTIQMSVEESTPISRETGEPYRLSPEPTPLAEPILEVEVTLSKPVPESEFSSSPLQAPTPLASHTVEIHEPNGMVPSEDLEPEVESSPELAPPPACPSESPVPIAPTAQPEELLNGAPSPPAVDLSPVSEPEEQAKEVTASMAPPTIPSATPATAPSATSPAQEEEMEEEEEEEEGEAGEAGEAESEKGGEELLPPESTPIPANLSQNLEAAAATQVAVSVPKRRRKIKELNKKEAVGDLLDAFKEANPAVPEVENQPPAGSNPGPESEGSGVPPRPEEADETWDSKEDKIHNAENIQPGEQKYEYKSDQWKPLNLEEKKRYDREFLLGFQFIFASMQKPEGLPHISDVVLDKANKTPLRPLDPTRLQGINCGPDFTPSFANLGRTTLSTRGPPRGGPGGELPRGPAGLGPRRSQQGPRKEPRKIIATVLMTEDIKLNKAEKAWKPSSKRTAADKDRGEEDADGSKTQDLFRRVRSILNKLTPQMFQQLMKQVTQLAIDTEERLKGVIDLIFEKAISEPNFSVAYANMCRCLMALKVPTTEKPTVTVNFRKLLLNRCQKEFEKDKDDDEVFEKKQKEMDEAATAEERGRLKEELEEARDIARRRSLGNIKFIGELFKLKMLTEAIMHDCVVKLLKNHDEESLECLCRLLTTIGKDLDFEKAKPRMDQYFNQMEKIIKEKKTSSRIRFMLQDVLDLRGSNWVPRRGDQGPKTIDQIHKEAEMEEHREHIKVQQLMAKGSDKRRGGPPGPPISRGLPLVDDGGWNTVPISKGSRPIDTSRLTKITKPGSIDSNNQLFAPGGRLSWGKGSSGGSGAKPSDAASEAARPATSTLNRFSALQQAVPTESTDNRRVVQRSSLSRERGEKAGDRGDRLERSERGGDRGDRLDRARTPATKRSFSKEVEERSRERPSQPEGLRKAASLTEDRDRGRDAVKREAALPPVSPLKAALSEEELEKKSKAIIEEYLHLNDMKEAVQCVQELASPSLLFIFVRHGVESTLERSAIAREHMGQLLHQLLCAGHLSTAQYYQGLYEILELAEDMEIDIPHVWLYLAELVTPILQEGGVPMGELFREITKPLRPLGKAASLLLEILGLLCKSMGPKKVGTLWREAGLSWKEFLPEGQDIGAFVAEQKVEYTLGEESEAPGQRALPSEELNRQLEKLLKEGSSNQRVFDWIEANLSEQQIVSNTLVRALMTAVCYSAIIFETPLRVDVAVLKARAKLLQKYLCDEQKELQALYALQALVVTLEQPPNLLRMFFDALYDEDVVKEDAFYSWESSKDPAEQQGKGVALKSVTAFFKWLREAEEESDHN
L929 necroptosis = blocks zVAD induced death of L929 cells; 0.38% of 220,000 active; viability rescue, % at 10 µM; L929 zVAD necroptosis rescue, ATP luminescence, 24 h; with zVAD 60 µM;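 active = activation, scaled between plate controls, above about 75%, limit read from the data; inactive = activation under that limit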;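 also: 0% = zVAD with DMSO and 100% = DMSO alone without zVAD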
TNF necrop inh = blocks TNF-alpha induced death of Jurkat FADD-/- cells | Jurkat FADD-/- TNF necroptosis rescue, ATP luminescence, 24 h; 0 = TNF only, 100 = no-TNF cells | activation (protection from cell death), % at 10 µM | 0.068% of 220,000 active;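 active = activation, meaning protection from cell death, of at least 50% relative to plate controls; inactive = activation below 50%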;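 also: necroptosis triggered by 40 ng/mL TNF-alpha added together with compound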
Rad51 HR inh = Rad51 (human) homologous recombination inhibition. Q06609. 0.085% of 200,000 active. hRad51 DNA strand exchange, fluorescence dequenching. AID 1385. inhibition, % at 10 µM;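 active = inhibition above 40% at the single screening dose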;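 also: 0% = DMSO control wells and 100% = blanks with heterologous ssDNA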
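material = hRad51 filaments on single-stranded DNA | timing = filaments 15 min 37 °C, then compound 30 min | signal = FRET fluorescence dequenching, excitation 485 nm, emission 520 nm | benchmarks = control wells and blank wells on each plate | evaluation = percent inhibition relative to plate controls and blanks | compound = 10 µM final, single point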
Starred values were filed as active, the others as inactive; . = no result given; [ ] = another dose, or the depositor's remark.

SMILES	Cl transport mod	PERK inhibitor	Calpain2 inh	MDM2 E3 inh	EBV gp42 inh	eIF4E 4G PPI	L929 necroptosis	TNF necrop inh	Rad51 HR inh
CC1(C(=O)NC2CCCCCCC2)CCC(=O)N1Cc1ccco1 (stereo unspecified)	.	0.7	-25.6	7.8	-8.0	-0.3	4.3	-0.2	-2.7
Nc1cc(=O)[nH]c(SCCOc2ccccc2)n1	0.0927	0.9	-19.7	-9.8	-1.1	-4.5	1.9	-0.9	-7.9
CC(C)C(NC(=O)C(NC(=O)C1OC2OC(C)(C)OC2C2OC(C)(C)OC12)C(C)C)C(=O)O (stereo unspecified)	-0.598	0.6	-9.0	-13.9	-9.6	5.5	5.6	0.5	10.3
c1ccc(CSCc2cn3ccccc3n2)cc1	-0.157	0.1	10.1	-10.8	-0.2	-0.7	-0.1	0.2	0.8
O=C(Nc1ccc(Cl)cc1)Nc1csc([N+](=O)[O-])c1	0.852	-0.5	-7.4	-11.4	2.6	3.5	0.8	0.1	7.3
CCOc1ccccc1CN1CCN(C/C=C/c2ccc(OC)cc2)CC1CCO (stereo unspecified)	-0.241	-0.4	11.6	-19.2	-5.2	0.4	-1.2	-0.4	.
CCOC(=O)c1cn(CC(=O)Nc2cccc(Cl)c2)nn1	-0.0189	0.0	-4.8	-0.9	-0.3	-0.8	2.6	2.1	3.5
CC(=O)c1ccccc1OCC(O)CN1CCN(CCN2C(=O)c3cccc4cccc(c34)C2=O)CC1 (stereo unspecified)	0.34	0.2	25.2	.	-0.8	-2.8	0.1	-5.5	.
OC1(Cc2ccn[nH]2)CCCCC1	0.513	-0.5	-26.0	-5.3	-1.9	-1.2[fluorescence artefact?]	0.4	0.7	9.4
CC(C)Cn1c(N)c(C(=O)COC(=O)C2CCCCC2)c(=O)n(C)c1=O	0.0869	-0.6	36.1	-12.1	-0.6	6.1[fluorescence artefact?]	1.9	-1.1	7.6
CN(C)S(=O)(=O)c1ccc(C(=O)Nc2ccccc2C(=O)O)cc1	-4.13*	1.1	-10.4	-2.5	-14.9	1.2[fluorescence artefact?]	-0.1	0.2	-2.6
CN1CCN(CC(=O)Nc2ccc(Cl)cc2Cl)CC1	0.643	1.4	17.4	8.9	-6.3	2.5	.	1.2	1.3
CN(C)c1cc(NC(=O)CN2CCOCC2)c2ccccc2n1	0.707	0.1	-43.9	.	-1.0	3.9	0.5	0.0	0.1
CCn1c(COc2cc(C)cc(C)c2)nnc1SCC(=O)N1CCN(c2ccccc2)CC1	.	0.8	10.2	-20.1	-9.3	-1.8	-0.1	-2.1	.
COc1ccc(-c2nc(-c3cccc([N+](=O)[O-])c3O)cc(=O)o2)cc1OC	0.9	0.9	24.6	-9.8	18.8	6.6	1.5	2.0	3.8
CCN(CC)C(=O)CSc1nc(O)c(Cc2ccccc2)c(=O)n1-c1ccccc1C	-1.63	0.1	6.8	2.5	-9.9	2.0	-0.3	2.2	14.9
CCOC(=O)C1=C(C)NC(C)=C(C(=O)OCC)C1c1cn(-c2ccccc2)nc1-c1ccco1	-0.868	-0.2	-47.8	-12.5	-20.4	5.2	0.7	0.7	2.1
Cc1ccc(NC(=S)NNC(=O)Cn2nc([N+](=O)[O-])cc2C)cc1	.	0.4	-1.4	-2.3	-15.1	2.0	-0.2	-2.8	-3.8
CCOC(=O)CSc1cc(=O)n(CC)c2ccccc12	1.13	0.5	-17.6	.	-16.0	-9.6[fluorescence artefact?]	-0.2	-0.6	-3.6
Cc1cc2ccccc2n2c(SCC(=O)N3CCOCC3)nnc12	-0.33	-0.1	-9.6	-15.9	-15.7	-2.1	1.6	-0.8	12.8
COc1ccc(NC(=O)c2cccc(-n3cnnn3)c2)cc1	-0.222	1.5	-8.0	-4.2	-6.1	3.0	0.3	-3.6	1.8
CCn1c(SCC(=O)N2CCCC2)nc2c(c1=O)SC(C)C2 (stereo unspecified)	0.262	0.3	3.1	-8.9	-16.1	1.2	1.5	0.9	1.4
CC(=O)c1ccc2c3c(cccc13)C(=O)N(c1c(C)nn(C)c1C)C2=O	0.0189	0.5	-21.2	-9.6	-14.4	0.6[fluorescence artefact?]	-0.3	-2.2	-16.3
O=C(NCCO)C(=O)c1c(-c2ccccc2)cc2ccccn12	0.197	-0.4	-17.8	-0.9	-0.9	0.4	1.1	-1.0	-1.5
O=C(NCc1ccccc1)C(=O)NCC1COc2ccccc2O1 (stereo unspecified)	1.15	0.7	-13.1	-6.2	-15.3	5.6	0.2	-3.9	3.5
Continued.
SMILES	Cl transport mod	PERK inhibitor	Calpain2 inh	MDM2 E3 inh	EBV gp42 inh	eIF4E 4G PPI	L929 necroptosis	TNF necrop inh	Rad51 HR inh
O=C(CCC1CC(=O)Nc2ccccc21)NCc1cccnc1 (stereo unspecified)	0.681	0.5	18.5	.	-7.6	1.0	.	-0.7	.
COC(=O)C(Cc1cnc(Cl)s1)(C(=O)OC)c1ccccc1[N+](=O)[O-]	.	1.5	-1.4	-18.7	-19.5	-3.0	0.8	-0.3	5.0
Cn1cccc1CC(=O)N/N=C/c1ccco1	0.427	1.2	19.6	-8.1	-15.5	2.5	-0.8	1.3	16.3
O=C(O)c1c[nH]c2cc(C(F)(F)F)ccc2c1=O	0.0708	-0.1	12.1	-5.7	2.5	1.2	0.0	-1.0	-12.6
c1ccc2[nH]c(NCCCN3CCOCC3)nc2c1	0.222	-0.3	-26.2	-26.9	0.1	3.0	-0.1	-2.6	-1.5
CCOC(=O)c1c(C)sc2c1N(C(C)=O)c1cc(Cl)ccc1S2	-0.63	-0.6	2.0	-20.7	-11.4	-0.8	-0.2	-3.6	2.9
COC(=O)c1cc2c(ccn2C)n1C	-0.524	0.7	-11.2	1.9	-5.9	0.8	7.8	1.0	2.8
COC(=O)C1CSc2[nH]c(=O)sc2C1c1ccc(OC)c(OC)c1 (stereo unspecified)	-0.722	0.7	16.5	-15.7	-2.5	-1.8	0.4	-1.3	-2.1
CC(C)CC1(C(=O)NCc2cc(F)cc(C(F)(F)F)c2)C=CCN1C(=O)c1ccccc1 (stereo unspecified)	-0.283	0.1	24.0	.	-21.6	-0.8	0.8	0.9	10.5
O=C(Nc1cccc([N+](=O)[O-])c1)C1CC(=O)N(C2CCCCC2)C1 (stereo unspecified)	1.71	0.4	14.6	2.0	-15.2	0.8	2.4	-0.2	5.0
Cc1cc(C(=O)Nn2c(-c3ccc(Br)cc3)nc3ccccc3c2=O)ccc1[N+](=O)[O-]	-0.339	0.5	-59.2	-10.7	-4.9	-3.9	2.2	1.4	-4.0
COc1cc2ncnc(NCc3ccco3)c2cc1OC	0.0193	1.0	-3.4	-3.7	-9.9	2.2	15.9	1.5	8.6
CCOc1cc2[nH]c(=S)n(CCCOC)c(=O)c2cc1OCC	1.08	-0.8	-25.9	7.8	-6.4	-2.7	0.4	2.7	-1.7
Cc1cc2n(n1)C(c1ccccc1)CC(c1ccc(Br)cc1)=N2 (stereo unspecified)	0.0971	-0.7	15.0	-9.3	39.1	3.2	0.7	2.9	-23.0
CC(C)c1nnc(NC(=O)c2cccc(NC(=O)C(F)(F)F)c2)s1	0.594	-0.4	24.5	-26.3	4.6	2.2	-1.2	-0.6	1.5
CCOc1ccccc1OCC(=O)Nc1ccc(N2CCCCC2)cc1	1.91	-0.8	-20.8	3.9	0.2	4.1	-0.2	0.1	2.0
Cc1c(NS(=O)(=O)c2ccccc2)cc(Cl)c(O)c1C	-0.174	0.4	29.5	-10.6	-14.1	-1.6[fluorescence artefact?]	0.1	-1.1	-3.7
CC1=NN(C(=O)c2ccc(Br)cc2)C(O)(c2ccccc2)C1 (stereo unspecified)	1.9	0.8	12.0	6.8	-4.6	-0.8	17.5	8.1	-4.1
Cc1ccc(-c2nc3ccccc3c(=O)n2Cc2ccccc2)cc1	-0.664	-0.5	35.5	-1.3	-12.2	-3.0[fluorescence artefact?]	1.5	0.7	-4.7
CCOC(=O)C1CCCN(CC(=O)Nc2cccc(C(C)=O)c2)C1 (stereo unspecified)	0.894	0.7	15.9	-9.5	-7.3	1.6	3.1	0.2	7.8
CC(C)(C)c1csc(Sc2ccc([N+](=O)[O-])cn2)n1	0.13	1.1	-15.3	-17.3	-11.0	-5.4	-1.7	-21.3	6.9
CC(C)CNC(=S)NC1CC2CCC(C1)N2Cc1ccccc1 (stereo unspecified)	.	-0.6	-8.8	-8.6	-12.6	-1.1[fluorescence artefact?]	-0.1	-3.8	.
O=C(Nc1ccccc1C(=O)NC(Cc1ccc(O)cc1)C(=O)O)c1ccccc1 (stereo unspecified)	-0.0806	1.5	11.7	-18.5	-6.0	4.1	4.0	-0.2	20.5
Fc1ccc(Oc2cnc3ccccc3n2)cc1	-0.238	0.7	-11.1	9.8	-24.5	1.1	25.5	1.0	7.9
COc1ccc(CCCC(=O)NC(C)c2ccccc2)cc1 (stereo unspecified)	-0.147	-0.3	7.3	-8.7	-16.0	-1.7	0.9	5.1	-6.5
Other entries
SMILES	Cl transport mod	PERK inhibitor	Calpain2 inh	MDM2 E3 inh	EBV gp42 inh	eIF4E 4G PPI	L929 necroptosis	TNF necrop inh	Rad51 HR inh
O=C(Nc1nc(-c2cccc([N+](=O)[O-])c2)cs1)C(c1ccccc1)c1ccccc1	0.309	0.2	-149.5	-24.2	-8.4	-21.1	-0.1	-4.4	-0.7
C=C(C)c1cccc(C(C)(C)NC(=O)N(Cc2ccccc2)Cc2ccco2)c1	-0.225	0.0	-35.0	-3.5	-0.2	-12.2	-0.1	1.4	.
COc1ccc(N(CCC(=O)O)S(=O)(=O)c2ccc(C)cc2C)cc1	-0.0975	1.1	-9.9	-0.4	-5.2	-0.5	1.0	1.3	2.1
Cc1nc(C(=O)Nc2cc(Cl)ccc2Cl)nn1-c1cc(OC(C)C)c(Cl)cc1Cl	-0.402	0.9	11.7	-1.2	-9.2	-9.3	0.3	-4.3	-4.0
Cc1cccc(NC(=O)CCn2cnnn2)c1	-0.298	1.1	-12.5	1.8	-16.3	1.2	1.3	1.0	18.6
CCOC(=O)c1c(NC(=O)CN2CCCCC2)sc2c1CCN(C(=O)OCC)C2	.	-0.3	25.3	-7.6	-6.0	1.8	14.5	-3.1	-5.7
O=C(CSCC(=O)Nc1cccc([N+](=O)[O-])c1)Nc1ccccc1	-0.521	1.0	9.5	-5.8	-8.4	-4.4	0.1	0.7	2.6

Given as labelled records: entries from further up
smiles: O=C(Nc1nc(-c2cccc([N+](=O)[O-])c2)cs1)C(c1ccccc1)c1ccccc1
  Cl transport mod: 0.309	PERK inhibitor: 0.2	Calpain2 inh: -149.5	MDM2 E3 inh: -24.2	EBV gp42 inh: -8.4	eIF4E 4G PPI: -21.1	L929 necroptosis: -0.1	TNF necrop inh: -4.4	Rad51 HR inh: -0.7
smiles: C=C(C)c1cccc(C(C)(C)NC(=O)N(Cc2ccccc2)Cc2ccco2)c1
  Cl transport mod: -0.225	PERK inhibitor: 0.0	Calpain2 inh: -35.0	MDM2 E3 inh: -3.5	EBV gp42 inh: -0.2	eIF4E 4G PPI: -12.2	L929 necroptosis: -0.1	TNF necrop inh: 1.4	Rad51 HR inh: .
smiles: Cc1cccc(NC(=O)CCn2cnnn2)c1
  Cl transport mod: -0.298	PERK inhibitor: 1.1	Calpain2 inh: -12.5	MDM2 E3 inh: 1.8	EBV gp42 inh: -16.3	eIF4E 4G PPI: 1.2	L929 necroptosis: 1.3	TNF necrop inh: 1.0	Rad51 HR inh: 18.6
